# From PubChem BioAssay
# GSIS activator = GLuc luminescence reporter in INS-1E cells, primary screen for activators of glucose-dependent secretion of insulin. actives 0.61% (n = 370,000). INS-1E GLuc reporter insulin secretion, 2-3 h. AID 743287, 2014. activation, % at 16.6 µM;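 active means lowest replicate activation of at least 40%, so every replicate reaches that level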;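 further: 0% = median of neutral control wells and 100% = median of IBMX positive control wells; some compounds called inactive have numbers as strong as hits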
# FN deposit inh = inhibitors of fibronectin matrix deposition, primary screen, AH1F cells, Alexa488-fibronectin fluorescence, plate reader; inhibition, % at 12.6 µM; AID 743247, 2014; AH1F fibroblasts, overnight; actives 0.086% (n = 350,000);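 active means mean inhibition across replicates of 30% or more, regardless of how many single replicates reach that level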;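 further: positive control wells lacked labelled fibronectin entirely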
#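 Material: AH1F fibroblast monolayer depositing Alexa488-labelled fibronectin into matrix / Amount: 10000 AH1F cells per well / Signal: fluorescence 485/525 nm / Medium: DMEM, 2% serum / Compound: single dose, pinned / Incubation: 1 h cell adhesion before compound, then overnight fibronectin incubation / Reagent: Alexa488-FN, 24 nM final / Read-out: inhibition of fibronectin deposition signal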
# CFTR F508del cor = F508del CFTR correction, initial screen, CFBE line, single point; actives 0.36% (n = 350,000); CFBE cells, YFP halide quenching; stimulated with forskolin plus potentiator P3; % fluorescence drop versus neutral controls; activity (quench increase), % at 7.58 µM;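 active means mean added fluorescence quench of at least 8% versus neutral control, with both replicates also reaching 8%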;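 further: cells transiently co-express mutant CFTR-F508del with the halide-sensitive YFP; corrector assay measuring rescue of mutant channel to the surface after 24 h compound exposure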
# An asterisk follows results filed as active.
# Order of values – GSIS activator	FN deposit inh	CFTR F508del cor
1	Cc1ccc(NCc2nnc3n2CCCCC3)c(C)c1
  6	-17	-4.0
2	CCO[C@H]1C[C@@H](c2ccc(CC)cc2)N(S(=O)(=O)c2ccc(C)cc2)C2CC(c3ccc(CC)cc3)N(S(=O)(=O)c3ccc(C)cc3)CC21 (some centres undefined)
  20	-16	-5.3
3	Cn1c(N)c(C(=O)COC(=O)c2cc(C(F)(F)F)nc3ccccc23)c(=O)n(C)c1=O
  -2	7	0.9
4	COc1ccc(-c2nnc(SCC(=O)N(C)C3CCS(=O)(=O)C3)n2N)cc1OC (centres undefined)
  -12	-4	-4.0
5	COc1ccccc1NC(=O)N1CCN(CCc2ccccc2)CC1
  -10	-26	0.1
6	CN=C(C)/C(C(=O)OC)=C(/O)c1c(F)cccc1F
  2	0	1.1
7	COC(=O)c1ccc(OCCN2CCCCCC2)cc1
  7	-6	-0.2
8	Nc1nc2ncccc2cc1C(=O)NCCc1cccs1
  -13	2	1.2
9	C[C@H](O)[C@@H]1CN2CCc3ccc(-c4ccc5c(c4)OCO5)cc3[C@@H]2C[C@@H]1N(C)Cc1ccccc1
  -32	-4	0.9
10	Cc1cc(C(=O)OCC(=O)Nc2ccccc2[N+](=O)[O-])c2ccccc2n1
  -8	0	-2.3
11	Cc1cc(-c2ccc(Br)s2)nc(-n2cccc2)n1
  22	2	-2.8
12	CN1C(=O)[C@@]2(O[C@H]3C=CC=CN3C3=C2C(=O)CCC3)c2cc([N+](=O)[O-])ccc21
  2	1	-0.9
13	Cc1ccc(Cn2cc(CN(C)C3CN(Cc4cn(Cc5ccc(C)cc5)nn4)S(=O)(=O)C3)nn2)cc1 (centres undefined)
  -19	7	-2.1
14	CC1(C)CC(=O)C=C(NCc2cccc(C(F)(F)F)c2)C1
  9	1	1.3
15	O=C(NCc1ccccc1)[C@@H]1CCCN1C(=O)[C@@H]1CCCN1C(=O)c1cccc2ccccc12
  -11	-4	-2.4
16	O=C(O)c1ccc(Br)cn1
  10	0	1.1
17	COc1cc(OC)cc(-n2nnnc2SCC(=O)NCc2cccs2)c1
  20	27	0.0
18	O=S(=O)(c1cccs1)N1CCN(S(=O)(=O)c2cccs2)CC1
  6	-10	-1.3
19	CCN(CC)CC(C)(C)C(=O)/C=C/c1ccc(/C=C/C(=O)C(C)(C)CN(CC)CC)cc1
  5	46*	-6.7
20	S=c1[nH]nc(-c2ccco2)n1-c1ccccc1Cl
  -1	-4	-0.1
21	CCCN1C(=O)c2n[nH]c(C(C)C)c2C1c1cccc(C(F)(F)F)c1 (centres undefined)
  -13	-3	0.4
22	OCCC1CN(Cc2cccc3nccnc23)CCN1Cc1ccc(F)c(F)c1 (centres undefined)
  -4	-2	-0.5
23	COCc1cc(CN2CCN(Cc3ccsc3)C(CCO)C2)ccc1OC (centres undefined)
  2	-2	-1.0
24	CCOC(=O)CNC(=O)c1cc(-c2ccccn2)nc2c(C)c(Cl)ccc12
  -3	-9	3.4
25	CCCCNC(=O)c1c(N)[nH]c(C(=O)c2ccccc2)c1-c1ccc(Cl)cc1
  6	-4	1.8
26	CCN(CC(=O)NCc1ccc(Cl)cc1)C(=O)C1CCN(S(=O)(=O)c2ccc(OC)c(OC)c2)CC1
  -7	2	-1.6
27	O=C(/C=C/c1ccc([N+](=O)[O-])cc1)NC1CC2CCC1C2 (centres undefined)
  -11	-5	-0.7
28	CCOC(=O)/C(=N/Nc1ccc(Br)cc1)N1CC(C)OC(C)C1 (centres undefined)
  12	-2	1.8
29	CCOc1ccc(S(=O)(=O)N(CC(=O)NCC(F)(F)F)Cc2ccco2)cc1
  -7	10	-3.2
30	O=C(Cn1c2c(c(=O)n3ncnc13)CCC2)N/N=C/c1ccc(Cl)cc1
  -1	6	1.3
31	COc1cccc(-c2ccccc2[C@@H]2[C@H](C#N)N(C(=O)Cc3ccccc3)[C@H]2CO)c1
  -12	-7	-0.2
32	Cc1cccnc1NC(=O)CCNS(=O)(=O)c1ccc2c(c1)c(=O)n(C)c(=O)n2C
  -4	2	-1.6
33	COc1ccc(/C=N/NC(=S)Nc2cccc(C(=O)O)c2)cc1
  4	1	1.4
34	COC(=O)C1=C(C)N(CC(C)C)C(=S)NC1c1ccc(-c2ccccc2)cc1 (centres undefined)
  -5	-19	1.4
35	O=C(COC(=O)Cc1ccc(F)cc1)Nc1ccc2[nH]c(=O)[nH]c2c1
  7	-1	0.7
36	COc1ccc(C(C(=O)NCc2ccccc2)n2c(=O)c(-c3cc4ccccc4[nH]3)nc3ccccc32)cc1 (centres undefined)
  -38	-2	6.1
37	Cc1cc(Br)ccc1SCC(=O)OC/C(O)=C(\C#N)c1nc2ccccc2[nH]1
  6	-2	-12
38	COc1cccc(CN2CCNC(=O)C2CC(=O)NCCOc2cccnc2)c1 (centres undefined)
  8	4	-1.5
39	O=C(CC1Sc2ccccc2NC1=O)NNc1cccc(Cl)c1Cl (centres undefined)
  -4	12	8.3*
40	Cc1cc(SCC(=O)Nc2cccc(S(=O)(=O)NC3=NCCCCC3)c2)c(C)cc1Br
  -17	-3	-3.5
41	O=c1c2ccccc2nc2ccc(NCc3cccs3)nn12
  -5	-5	3.6
42	O=C(N/N=C/c1ccc(O)cc1)c1[nH]c2ccc(Br)cc2c1-c1ccccc1
  -6	-16	10.0*
43	Cc1ccc(/C=C/C(=O)N2CCN(S(=O)(=O)c3cccs3)CC2)o1
  -11	2	2.6
44	CCOc1ccc(Nc2nc(N(C)c3ccccc3)nc(N)c2[N+](=O)[O-])cc1
  23	9	0.1
45	O=C(NN1C(=O)/C(=C/C=C/c2ccccc2)SC1=S)c1ccncc1
  2	11	-0.1
46	CC(C)C[C@@H](CN1CCCC1CN1C(=S)NC[C@@H]1Cc1ccccc1)N1C[C@H](Cc2ccc(O)cc2)N(CC2CCCCC2)C1=S (some centres undefined)
  2	-1	0.1
47	CCCCC[C@H](C)N1C[C@@H](COCc2ccccc2)Oc2cc(N3CCC[C@H]3COC)ccc2S1(=O)=O
  1	4	1.4
48	CCC(=O)NC[C@H]1[C@@H](c2ccc(-c3ccc(OC)cc3)cc2)[C@@H](CO)N1C(C)=O
  5	0	-1.9
49	O=C(N/N=C/c1c(O)ccc2ccccc12)c1ccc[n+](CCO)c1
  -14	-1	2.0
50	Cc1ccc([N+](=O)[O-])c(OCCN2C(=O)NC(C)(C)C2=O)c1
  -3	-1	3.5

# 4 entries out of the list, sorted by length of the SMILES, rising:
# Order of values – GSIS activator	FN deposit inh	CFTR F508del cor
41	O=c1c2ccccc2nc2ccc(NCc3cccs3)nn12
  -5	-5	3.6
49	O=C(N/N=C/c1c(O)ccc2ccccc12)c1ccc[n+](CCO)c1
  -14	-1	2.0
45	O=C(NN1C(=O)/C(=C/C=C/c2ccccc2)SC1=S)c1ccncc1
  2	11	-0.1
43	Cc1ccc(/C=C/C(=O)N2CCN(S(=O)(=O)c3cccs3)CC2)o1
  -11	2	2.6

# Going on with the list.
# Order of values – GSIS activator	FN deposit inh	CFTR F508del cor
51	CCCCc1c(-c2cccc(Br)c2)ncn1CCc1ccccc1OC
  -14	2	5.3
52	O=C(c1cccc(F)c1)N1CC[C@@H]2[C@@H](CO)Nc3ccc(C#Cc4ccccc4)cc3[C@@H]21
  -3	6	-0.6
53	O=C(O)CSCC(=O)Nc1ccccn1
  10	-8	-0.1
54	c1ccc(-c2nn[nH]n2)nc1
  5	12	-0.9
55	CCNC(=O)N1C[C@H]2CON(C)[C@H]2C[C@H]1c1ccc(N2CCCCC2)cc1
  22	1	6.1
56	COC(=O)N1C[C@H](O)[C@H](O)C[C@@H]1c1ccccc1Br
  1	7	1.8
57	O=S1(=O)N[C@@H](Cc2ccccc2)COc2cc(N3CCSCC3)ccc21
  -5	8	2.0
58	O=C(NCc1csc(-c2cccs2)n1)Nc1cccc(Cl)c1
  8	11	-0.9
59	Cn1nnc2cc(C(=O)Nc3ccc4ccccc4c3)ccc21
  -10	-10	1.2
60	CSc1nccc(Oc2cncc(Cl)c2)n1
  21	-4	-0.1
61	CC(=O)OCC1OC(COC(C)=O)(c2ccc(C)cc2)C(OC(C)=O)C1OC(C)=O (centres undefined)
  15	1	-0.2
62	CC(=O)N1CCC(C(=O)N2c3ccccc3N=C(c3ccc(C(F)(F)F)cc3)C2C(=O)NC(C)C)CC1 (centres undefined)
  -5	-8	-1.5
63	C[C@H]1CNC(=O)c2c(C(=O)N(C)Cc3ccccc3)ncn21
  -18	0	1.3
64	COc1ccc(N2c3ccccc3CN(Cc3ccccc3)[C@@H](C)[C@H]2Cc2ccc(-c3ccccc3)cc2)cc1
  4	-2	0.2
65	N/C(=N\OS(=O)(=O)c1ccc2ccccc2c1)c1ccccn1
  18	1	0.3
66	CC(C)(C)S(=O)N1C[C@@H]2CC(=O)C=C2[C@H]1CCO (some centres undefined)
  11	0	3.8
67	COCc1cc(C)nc(OCC(=O)N/N=C/c2ccc(OC)c(O)c2)c1C#N
  6	-1	-3.1
68	O=c1c(Cl)c(N2CCOCC2)cnn1-c1nc2ccccc2[nH]1
  0	-3	3.1
69	COc1cc(/C=N/NC(=O)Cc2csc(N3CCOCC3)n2)cc(OC)c1O
  -2	-4	-0.1
70	CCOC(=O)c1c(C)[nH]c(C(=O)COC(=O)CCS(=O)(=O)c2ccc(C)cc2)c1C
  2	2	-2.7

# In the list so far, these contain a cyano group:
# Order of values – GSIS activator	FN deposit inh	CFTR F508del cor
31	COc1cccc(-c2ccccc2[C@@H]2[C@H](C#N)N(C(=O)Cc3ccccc3)[C@H]2CO)c1
  -12	-7	-0.2
37	Cc1cc(Br)ccc1SCC(=O)OC/C(O)=C(\C#N)c1nc2ccccc2[nH]1
  6	-2	-12
67	COCc1cc(C)nc(OCC(=O)N/N=C/c2ccc(OC)c(O)c2)c1C#N
  6	-1	-3.1

# Continuation.
# Order of values – GSIS activator	FN deposit inh	CFTR F508del cor
71	Cc1nc(-c2cc(-c3ccc(Cl)cc3)no2)cs1
  -6	-2	5.7
72	CCC(C(=O)O)P(=O)(c1ccc(Cl)cc1)c1ccc(Cl)cc1 (centres undefined)
  11	-3	-2.9
73	S=c1[nH]nc(Cc2cccc3ccccc23)o1
  4	4	-0.4
74	COc1ccc(C2C(=O)NN=C2C)cc1 (centres undefined)
  -18	-8	-1.8
75	Cc1ccc(C(=O)Cn2nnc(-c3ccccc3)n2)cc1
  -1	1	1.5
76	O=c1[nH]ncc2c3ccccc3n(Cc3cccc(Cl)c3)c12
  5	-48	-1.0
77	O=C1Nc2ccc(Br)cc2/C1=C/C(=O)c1ccc2c(c1)OCO2
  1	13	-11
78	O=C(O)COc1ccc(/C=C2\SC(=Nc3ccccc3)N(c3ccccc3)C2=O)cc1
  17	-2	1.2
79	O=C(Nc1ccc(Cl)cc1)Nc1nnc(SCc2ccc(Cl)cc2)s1
  4	4	-0.5
80	COc1ccc2[nH]c(C(=O)N(Cc3ccccn3)Cc3ccccn3)cc2c1
  16	0	-0.3
81	CCOc1ccc(NC(=O)c2nn(-c3ccc(OC)cc3OC)c(=O)c3ccccc23)cc1
  -11	-2	1.2
82	CC(=O)Nc1c(O)c2cccc3c2n(c1=O)CCC3
  2	-8	2.4
83	O=C(CN1C(=O)C2(OCCO2)c2cc(Br)ccc21)NO
  13	-1	1.4
84	COc1ccc(CN2C(=O)C(CC(=O)NCCCN(C)C)CC(C(=O)N3CCCCCC3)=C2C)cc1 (centres undefined)
  8	-5	4.1
85	CC(C)Oc1ccc(C(=O)/C=C2/C(=O)Nc3ccccc32)cc1
  4	4	-1.8
86	CC(C)OP(=O)(OC(C)C)C(C)NC(=O)Cc1ccccc1 (centres undefined)
  2	-3	-3.7
87	COc1ccc2c(c1)c(=O)c(C(=O)O)c(-c1ccc3c(c1)OCO3)n2C
  -9	4	-1.5
88	CCCCCCNC(=O)CCCCCNS(=O)(=O)c1ccc(Br)cc1
  -3	-14	-3.4
89	Cc1nc(N2CCCCC2)c(C#N)c(C)c1[N+](=O)[O-]
  -10	-4	-2.2
90	Cc1cccc(C)c1NC(=O)C(c1ccc(C#N)cc1)n1c(=O)c(-c2cc3ccccc3[nH]2)nc2ccccc21 (centres undefined)
  15	-1	2.6
91	CCOc1cccc(C2/C(=C(/O)c3ccc4c(c3)CC(C)O4)C(=O)C(=O)N2Cc2ccncc2)c1 (centres undefined)
  29	3	-0.7
92	O=Cc1cccc2ccc3cccc(C(=O)O)c3c12
  1	-3	-0.5
93	COc1ccc(OCCSc2nc(C)nc3ccccc23)cc1
  0	0	-2.0
94	COc1ccc(-c2csc(NC(=O)c3ccc(N4C(=O)CCC4=O)cc3)n2)cc1OC
  -3	-2	-0.9
95	O=C(/C=C/c1ccccc1)NNC1=NS(=O)(=O)c2ccccc21
  10	11	1.3
96	O=C(NCc1csc(-c2cccs2)n1)Nc1ccc(F)cc1F
  1	2	-3.8
97	CCc1ccc(NC(=O)C2CCN(S(=O)(=O)c3ccc4c(c3)NC(=O)CO4)CC2)cc1
  5	-5	1.7
98	COc1cc(C(=O)NC(CCSC)C(=O)OCc2cc([N+](=O)[O-])cc3c2OCOC3)cc(OC)c1OC (centres undefined)
  2	6	0.2
99	C=CCN1C(C(=O)OCC)CSCCS1(=O)=O (centres undefined)
  29	-3	-0.7
100	O=[N+]([O-])c1cccc(Nc2nc(Cl)nc(Cl)n2)c1
  -9	4	1.4
101	CC1=NN(c2ccc(C)cc2)C(=O)/C1=C\C=C\c1ccccc1
  9	3	-3.4

# Some of the compounds tested, so the mix of outcomes need not match the whole.
